RECQ1 helicase – RECQ1 (human) helicase inhibition; P46063; RECQ1 DNA unwinding, red fluorescence kinetic read; Potency, µM (series often up to 57.3 µM), inactives show at the top dose activity, negative = inhibition, actives largely listed as inhibitors; 0.54% of 240,000 active; AID 2549;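 further: plate controls were vehicle for no effect and no enzyme for full effect; nearly all actives have a fitted effect of over 30% in size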
Target sequence (P46063 whole entry, looked up): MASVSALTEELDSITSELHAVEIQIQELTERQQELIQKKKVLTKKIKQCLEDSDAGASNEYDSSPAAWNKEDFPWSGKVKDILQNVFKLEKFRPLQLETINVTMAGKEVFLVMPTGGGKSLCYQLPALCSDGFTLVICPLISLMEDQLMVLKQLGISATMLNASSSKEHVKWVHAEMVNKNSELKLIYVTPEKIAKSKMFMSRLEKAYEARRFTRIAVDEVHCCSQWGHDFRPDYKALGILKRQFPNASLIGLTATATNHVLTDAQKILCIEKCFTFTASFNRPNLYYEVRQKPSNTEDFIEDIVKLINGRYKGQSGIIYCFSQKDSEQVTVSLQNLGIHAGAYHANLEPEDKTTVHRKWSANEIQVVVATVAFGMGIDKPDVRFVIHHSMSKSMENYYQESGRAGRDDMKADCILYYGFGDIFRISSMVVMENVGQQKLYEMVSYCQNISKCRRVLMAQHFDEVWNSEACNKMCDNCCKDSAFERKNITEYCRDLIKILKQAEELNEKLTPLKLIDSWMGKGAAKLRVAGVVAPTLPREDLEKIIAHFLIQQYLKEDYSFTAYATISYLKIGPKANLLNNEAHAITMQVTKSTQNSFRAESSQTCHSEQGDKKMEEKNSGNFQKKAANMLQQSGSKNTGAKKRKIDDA
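RECQ1T1 50 nM; forked duplex (20 bp + 30-nt ss tails) 200 nM, ATP 2 mM final; pH 8.0, 2 mM MgCl2, 2.5 ug/ml poly(dI-dC); 15 min compound preincubation; discontinuous kinetic read over 2 h at RT.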
TR SRC2 fluor cs – counter-screen for TRb-SRC2 inhibitors: fluorescence interference; TRb/SRC2 Texas Red total fluorescence interference; 0.29% of 280,000 active; Potency, µM (highest dose often 106 µM), without a hit: top-dose fluorescence change, negative = quenching; active means well fitted curve in either direction with a large enough effect; inconclusive means small, poorly fitted or top-dose-only effect; further: on the % scale 0 is the no-effect control and ±100 the full control effect
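Human TRβ ligand-binding domain (0.6 uM) and Texas Red SRC2 peptide (20 nM) in Tris buffer with 1 uM T3 and 5% DMSO were incubated with pinned compound for 5 hr at ambient temperature. Total fluorescence was computed as S + 2P (555/632 nm).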
ALDH1A1 block – inhibitors of human aldehyde dehydrogenase 1A1; 7.3% of 220,000 active; Purified ALDH1A1, NADH fluorescence, propionaldehyde substrate; P00352; Potency, µM (titrated, usually from 75.3 µM), inactives show at the top dose activity, negative = inhibition, actives largely listed as inhibitors; AID 1030; active means well fitted inhibition curve with a large enough effect, not every such curve was filed as active; inconclusive means small, poorly fitted or top-dose-only effect, or another doubt; inactive means no such curve, though single readings can be large or run the other way;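 further: plate controls were no enzyme wells and a reference inhibitor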
JMJD2E inh – blocks human JMJD2E demethylase activity; B2RXH2; JMJD2E catalytic domain, FDH-coupled NADH fluorescence (FDH is formaldehyde dehydrogenase); Potency, µM (highest dose often 57.1 µM), without a hit: top-dose activity change, negative = inhibition, most hits filed as inhibitors; 1.6% of 230,000 active; AID 2147; active means well fitted inhibition curve with a large enough effect, not every such curve was filed as active; inconclusive means small, poorly fitted or top-dose-only effect, or another doubt; inactive means no such curve, though single readings can be large or run the other way;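 further: 0% = wells with enzyme and -100% = buffer wells without enzyme; nearly all actives have a fitted effect of over 50% in size; many of its hits are not listed in these tables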
GoLoco inh red – blocks human Gai1 binding to RGS12 GoLoco peptide, red readout. P63096. Gai1:RGS12 GoLoco peptide FP, rhodamine, 10 min. 0.44% of 230,000 active. Potency, µM (titrated, usually from 61.6 µM), inactives show at the top dose activity, negative = inhibition, actives largely listed as inhibitors. AID 880; active means well fitted inhibition curve with a large enough effect, not every such curve was filed as active; inactive means no such curve, though single readings can be large or run the other way; further: on the % scale 0 is the no-effect control and ±100 the full control effect; nearly all actives have a fitted effect of over 30% in size; many of its hits are not listed in these tables
LMNA splice mod – LMNA splicing modulation | HeLa LMNA splicing GFP/RFP minigene ratio, 48 h | Potency, µM (doses to about 46.1 µM), inactives show at the top dose ratio change, negative = inhibition, actives largely listed as inhibitors | 0.01% of 200,000 active | AID 1487; active means well fitted inhibition curve with a large enough effect in the signal ratio, with a control signal flat, not every such curve was filed as active; inconclusive means small, poorly fitted or top-dose-only effect, or effect the other way, or a change in a side signal; the % refers to the signal ratio; further: on the % scale 0 is the no-effect control and ±100 the full control effect
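S3 HeLa stable clones carrying a lamin A-EGFP splicing minigene plus DsRed2 were seeded at 600 cells/well in Opti-MEM with 2% FBS, pin-dosed and incubated 48 h at 37°C. Acumen cytometry (488 nm) gave the GFP/RFP total-intensity ratio.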
SMN2 splice up – enhancers of SMN2 splice variant expression | HEK293 SMN2-luciferase splicing reporter, luminescence, 30-36 h | Potency, µM (series often up to 46.1 µM), without a hit: at the highest dose activity change, positive = activation, actives largely listed as activators | 2.8% of 210,000 active | AID 1458; further: % of control where 0% means no effect; nearly all actives have a fitted effect of over 55% in size
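qHTS luciferase splicing reporter: luminescence rises when SMN2 exon 7 is included in transfected HEK293 cells. Compound exposure lasted 30-36 h at 37C, with 4.5 mM final sodium butyrate as control, followed by a ONE-Glo read.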
TRb SRC2 PPI – disrupts binding of human TR beta to SRC2. P10828. TRbeta-SRC2 peptide binding, fluorescence polarization; receptor liganded with 1 µM T3. Potency, µM (series often up to 106 µM), for inactives: at the highest dose activity change, negative = inhibition, actives largely listed as inhibitors. 0.065% of 280,000 active. AID 1469;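 further: plate controls were bound peptide for no effect and peptide without receptor for full effect; nearly all actives have a fitted effect of over 50% in size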
Target sequence (P10828 whole entry, looked up): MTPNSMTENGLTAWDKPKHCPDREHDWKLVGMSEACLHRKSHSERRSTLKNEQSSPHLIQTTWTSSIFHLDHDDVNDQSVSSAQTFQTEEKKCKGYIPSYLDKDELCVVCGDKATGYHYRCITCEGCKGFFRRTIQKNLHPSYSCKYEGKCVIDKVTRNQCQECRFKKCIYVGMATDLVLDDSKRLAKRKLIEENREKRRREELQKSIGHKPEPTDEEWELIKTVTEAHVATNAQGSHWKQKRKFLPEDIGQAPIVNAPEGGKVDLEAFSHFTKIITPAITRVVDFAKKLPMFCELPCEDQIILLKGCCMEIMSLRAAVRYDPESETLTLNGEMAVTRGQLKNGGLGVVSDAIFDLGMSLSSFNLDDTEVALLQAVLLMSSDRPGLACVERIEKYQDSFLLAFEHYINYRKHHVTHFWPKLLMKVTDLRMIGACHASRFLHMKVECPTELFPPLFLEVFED
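Polarization signal, normalized between peptide-alone and full complex controls, measured compound effects on T3-liganded human TRb LBD (0.6 uM) binding 20 nM Texas Red SRC2 peptide after 5 hr.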
Numbers without * were called inactive; i = inactive; ? = inconclusive; nt = no result given; & = joins results of further samples; [ ] = remark or other dose. Unless noted, the call rests on the fitted dose curve; in most records, active means well fitted curve in the direction sought with a large enough effect; inconclusive means small, poorly fitted or top-dose-only effect, or another doubt; inactive means no such curve, though single readings can be large; an effect the other way counts as inactive or inconclusive. Potency means the concentration at half of the fitted maximal effect. The list is partial; rates above refer to the full screens.

nr	smiles	RECQ1 helicase	TR SRC2 fluor cs	ALDH1A1 block	JMJD2E inh	GoLoco inh red	LMNA splice mod	SMN2 splice up	TRb SRC2 PPI
1	CCOc1ccc2c(c1)-c1c(ssc1=S)C(C)(C)N2C(=O)CSC1=NCCS1	-12%	-3%	-7%	2%	2%	?	-19%	-3%
2	CCCc1nc(NC(C)=O)c(C#N)c(-c2ccco2)c1CC	2%	1%	?	?	9%	-3%	0%	1%
3	O=C(NCCC1=CCCCC1)c1ccc(Cl)c(S(=O)(=O)N2CCOCC2)c1	-7%	0%	13µM*	3%	7%	?	-73%[inhibitor]	0%
4	COc1ccccc1CNc1ncncc1-c1ccccc1OC	-2%	nt	1%	nt	1%	?	nt	nt
5	CC1C=Cc2ccccc2N1C(=O)c1ccccc1 (stereo not given)	i	2%	13%	-2%	4%	10%	-1%	3%
6	O=C(c1cccs1)n1cc(C(=S)N2CCOCC2)c2ccccc21	-8%	1%	?	5%	7%	-2%	-13%	7%
7	CC1(C)C(C=C(Cl)Cl)C1C(=O)N(Cc1ccc(Cl)cc1)C1CCS(=O)(=O)C1 (stereo not given)	-19%	-3%	-2%	-2%	-8%	-3%	6%	2%
8	CC(=O)c1cc2c(cc1NS(=O)(=O)c1ccccc1F)OCO2	0%	-1%	?	?	-8%	?	-8%	1%
9	C[C@@H]1CN(C(=O)c2nc3ccc(Cl)cn3c2CN[C@H]2CCCCNC2=O)C[C@H](C)O1	i	-1%[53 µM]	?	4%	14%	?	nt	0%[53 µM]
10	O=C(Nc1cccc(S(=O)(=O)N2CCOCC2)c1)c1ccco1	-5%	1%	-12%	6%	11%	-6%	21%	8%
11	CCC(=O)c1c[nH]c(C(=O)NCC2CCCO2)c1 (stereo not given)	-1%	-1%	13%	7%	-1%	-10%	-4%	-12%
12	COc1cc(/C=C(\C#N)c2[nH]nc(N)c2C#N)cc(OC)c1O	-7%	-16%	-7%	-1%	-4%	?	17%	5%
13	CC(Cc1ccccc1)C(=O)N(C)Cc1ccccc1 (stereo not given)	-2%	0%&1%	-2%&8%	2%&6%	3%&0%	7%	-18%&-3%	-8%&6%
14	Cc1ccc(N(CC(=O)NC(C)(C)C)C(=O)CNC(=O)c2cccs2)c(C)c1	15%	-1%	4%	3%	14%	?	9%	4%
15	CCC(C)O (stereo not given)	18%	-2%	5%	nt	-2%	nt	4%	-2%
16	Cc1cccc(NC(=O)c2ccoc2C)n1	i	2%	1%	-5%	17%	-2%	18µM*	-4%
17	CCCC(=O)Nc1ccc(C(=O)NCC2CCCO2)cc1 (stereo not given)	-1%	-5%	?	-3%	12%	0%	7%	-2%
18	Cc1ccc2nc(SCc3nc4c(cnn4-c4ccccc4)c(=O)[nH]3)[nH]c2c1	i	1%	1%	2%	9%	?	-87%[inhibitor]	4%
19	COc1ccccc1CNC(=O)C1(NC(=O)Nc2ccc(C)cc2)CCCCC1	i	1%	-1%	-3%	3%	-2%[46 µM]	11%	-6%
20	CN(C)c1ccc(C=Nc2ccccc2C(N)=O)cc1	-1%	-5%	?	?	1%	?	13µM*	-3%

nr	smiles	RECQ1 helicase	TR SRC2 fluor cs	ALDH1A1 block	JMJD2E inh	GoLoco inh red	LMNA splice mod	SMN2 splice up	TRb SRC2 PPI
21	CC(C)c1ccc(NC(=O)CSc2n[nH]c(=O)n2-c2ccc3c(c2)OCCO3)cc1	9%	-6%	11µM*	2%	6%	nt	nt	-4%
22	CC1(C2CC(C(F)(F)F)n3nc(C(=O)O)cc3N2)CC1 (stereo not given)	6%	-3%	9%	4%	13%	27%[46 µM]	nt	1%
23	N#Cc1c(NC(=O)COC(=O)c2ccc(F)cc2)sc2c1CCC2	-5%	-1%	4%	12%	25%	5%	-4%	-5%
24	Nc1nonc1NC(=O)NN=C1CCCCC1	4%	-2%	12%	-5%	5%	7%	-2%	2%
25	CCCNC(=O)OC[C@H]1O[C@H](CCO/N=C/c2ccc(C(=O)N3[C@H](c4ccc(C)cc4)[C@@H](C)CC[C@H]3C(=O)OC)cc2)C=C[C@@H]1Oc1ccc(OC)cc1	-12%	-1%	7%	-6%	10%	-6%	-13%	-1%
26	N#CCN1CCN(CCC(=O)Nc2ccc(OCc3ccccc3)cc2)CC1	-4%	0%	-2%	5%	5%	-7%	18%	5%
27	Cc1ccc(C)c(-c2cc(C(=O)Nc3nccs3)c3ccccc3n2)c1	?	-2%	-7%	4%	11%	6%	-27%	2%
28	CC(C)n1c(O)c(/C=C2\C=NN=C2c2ccccc2)sc1=S	-15%	0%	8%	6%	4%	nt	nt	3%
29	COc1ccc(/C(N)=N/OC(=O)Cc2ccccc2OC)cc1	i	-2%	6%	4%	13%	21%	-10%	-2%
30	CCc1ccc(/C(C)=N/Nc2cc(Cl)nc(C)n2)cc1	-10%	-2%	9%	2%	22%	11%	-14%	4%
31	CNc1ccc(Br)cc(C(=O)/C=C/c2cccc(OC)c2OC)c1=O	-27%	-9%	16µM*	28µM*	20%	?	nt	-18%
32	CSc1c2c(nc3ncnn13)CCC2	-1%	-1%	4%	5%	-1%	?	-6%	-5%
33	O=C(c1csnn1)N1CCC2(CC1)CCN(c1ncccn1)CC2	-7%	nt	4%	nt	2%	nt	-9%	nt
34	CCn1c(SCC(=O)N2CCN(c3cccc(Cl)c3)CC2)nc2ccccc2c1=O	-11%	0%	28µM*	?	8%	?	-22%	-1%
35	CCCCCCCCSc1nnc(/N=C/N(C)C)s1	2%	-1%	7%	-4%	-3%	nt	nt	0%
36	N/C(CCS(=O)(=O)c1ccc(Cl)cc1)=N\OC(=O)c1ccc(Cl)cc1	-3%	1%	nt	2%	-2%	nt	nt	8%
37	COC(=O)C1=C(C)N(C)C(C)=C(C(=O)OC)C1c1ccncc1	-1%	-4%	6%	-11%	11%	-19%	nt	8%
38	Cc1cc(C(=O)Nc2ccc(C)c(S(=O)(=O)N3CCOCC3)c2)c(C)o1	i	-1%	15%	1%	9%	nt	-6%	4%
39	Cc1ccc2nc(-c3cccc(S(=O)(=O)N(C)C)c3)cn2c1	-4%	-2%	?	9%	40%[activator]	-4%	16%	8%
40	CCOc1ccccc1NC(=S)N(CCN(C)C)C(C)c1ccncc1 (stereo not given)	-9%	2%	-15%	108%	-9%	nt	?	3%

nr	smiles	RECQ1 helicase	TR SRC2 fluor cs	ALDH1A1 block	JMJD2E inh	GoLoco inh red	LMNA splice mod	SMN2 splice up	TRb SRC2 PPI
41	CC(C)c1cc(C(=O)Nc2cccc(Cl)c2)no1	-13%	-2%	-3%	5%	0%	1%	11µM*	-6%
42	CC(=O)c1ccc(S(=O)(=O)N(Cc2cc3cc4c(cc3[nH]c2=O)OCCO4)CC2CCCO2)cc1 (stereo not given)	-6%	0%	-9%	2%	nt	5%	nt	-2%
43	COc1cccc(N/C(N)=N/c2nc(C(F)(F)F)cc(C(F)(F)F)n2)c1	i	-2%	2%	10%	-4%	nt	1%	5%
44	COc1ccc(Cn2nnnc2CN2CCN(c3ccc(OC)cc3)CC2)cc1	i	2%	?	-4%	-7%	nt	nt	-3%
45	Cc1ccc(S(=O)(=O)N2CCCC(c3nc(-c4ccc(C)o4)no3)C2)cc1 (stereo not given)	i	0%	?	-6%	9%	?	-28%	-9%
46	CC(=O)Nc1cccc(/C(C)=N/NC(=O)c2cccc(S(=O)(=O)N3CCOCC3)c2)c1	-9%	3%	-7%	9%	0%	-9%[46 µM]	-3%	4%
47	Cc1ccc2[nH]c(C)c(CCNC(=O)c3c(N)no[n+]3[O-])c2c1	i	-1%	-6%	-7%	-12%	?	-18%	4%
48	C=CCC1(C)OC=Cc2nc3cc(Cl)c(Cl)cc3nc21 (stereo not given)	i[11.5 µM]	-5%[11.2 µM]	?	nt	nt	nt	nt	7%[11.2 µM]
49	S=C(N=Nc1ccccc1)NNc1ccccc1	-1%	-7%	11µM*	-17%	8%	-6%	?	4%
50	Cn1ncc(Cl)c1C(=O)N1CCCc2ccccc21	-9%	-4%	1%	-4%	-8%	2%	-8%	-17%
51	O=C(O)CCCn1c(=S)[nH]c2c(sc3ccc([N+](=O)[O-])cc32)c1=O	18%	-6%	-5%	-11%	-21%	nt	20%	5%
52	CCc1cc2c(SCc3nc4sc(C(C)=O)c(C)c4c(=O)[nH]3)ncnc2s1	-24%	-4%	?	-11%	61%[activator]	3%[46 µM]	nt	9%
53	Cc1ccc(NC(=S)NNC(=O)c2ccccc2OC(F)F)cc1	-3%	-2%	?	23%	7%	?	-1%	-5%
54	COc1ccc(NC(=S)NC(NC(=O)C(C)C)C(Cl)(Cl)Cl)c([N+](=O)[O-])c1 (stereo not given)	i	-4%	1%	2%	-8%	26%	0%	-17%
55	CCN(CC)CCC(=O)Nc1ccc2c(c1)N(C(=O)CN(CC)CC)c1ccccc1CC2	-8%	0%	0%	?	-1%	12%	?	-5%
56	Fc1ccccc1N1CCN(Cc2nc(-c3ccccc3)no2)CC1	-15%	1%	?	0%	-3%	1%	6%	-12%

Five entries picked at random from the list so far:
nr	smiles	RECQ1 helicase	TR SRC2 fluor cs	ALDH1A1 block	JMJD2E inh	GoLoco inh red	LMNA splice mod	SMN2 splice up	TRb SRC2 PPI
42	CC(=O)c1ccc(S(=O)(=O)N(Cc2cc3cc4c(cc3[nH]c2=O)OCCO4)CC2CCCO2)cc1 (stereo not given)	-6%	0%	-9%	2%	nt	5%	nt	-2%
54	COc1ccc(NC(=S)NC(NC(=O)C(C)C)C(Cl)(Cl)Cl)c([N+](=O)[O-])c1 (stereo not given)	i	-4%	1%	2%	-8%	26%	0%	-17%
48	C=CCC1(C)OC=Cc2nc3cc(Cl)c(Cl)cc3nc21 (stereo not given)	i[11.5 µM]	-5%[11.2 µM]	?	nt	nt	nt	nt	7%[11.2 µM]
55	CCN(CC)CCC(=O)Nc1ccc2c(c1)N(C(=O)CN(CC)CC)c1ccccc1CC2	-8%	0%	0%	?	-1%	12%	?	-5%
41	CC(C)c1cc(C(=O)Nc2cccc(Cl)c2)no1	-13%	-2%	-3%	5%	0%	1%	11µM*	-6%

Screens: PubChem, National Center for Advancing Translational Sciences (NCATS)
